Source: PubChem (several laboratories)
3CLpro inhibitor – SARS-CoV 3CLpro protease inhibition; AID 1706; 290,000 tested, 0.14% active; recombinant SARS-CoV 3CLpro, quenched FRET peptide cleavage; P0C6X7; inhibition, % at 6 µM; in the data active = inhibition above about 12%
GDH-TPI inh – inhibits GDH-TPI coupling enzymes, artifact for Mtb FBA screen; GDH-TPI coupled enzyme counterscreen, NADH absorbance; inhibition, % at 4.8 µM; 360,000 tested, 1.2% active; AID 588335; in the data active = inhibition above about 30%;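 note: 0% = DMSO wells and 100% = wells lacking the enzyme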
FBA Mtb inh – inhibits M. tuberculosis FBA enzyme; purified M. tuberculosis FBA, fluorescence read-out; AID 588726; inhibition, % at 1 µM; 360,000 tested, 2.3% active; P9WQA3; in the data active = inhibition above about 27%;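 note: 0% = vehicle and 100% = reference inhibitor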
Target sequence (P9WQA3 whole entry, looked up): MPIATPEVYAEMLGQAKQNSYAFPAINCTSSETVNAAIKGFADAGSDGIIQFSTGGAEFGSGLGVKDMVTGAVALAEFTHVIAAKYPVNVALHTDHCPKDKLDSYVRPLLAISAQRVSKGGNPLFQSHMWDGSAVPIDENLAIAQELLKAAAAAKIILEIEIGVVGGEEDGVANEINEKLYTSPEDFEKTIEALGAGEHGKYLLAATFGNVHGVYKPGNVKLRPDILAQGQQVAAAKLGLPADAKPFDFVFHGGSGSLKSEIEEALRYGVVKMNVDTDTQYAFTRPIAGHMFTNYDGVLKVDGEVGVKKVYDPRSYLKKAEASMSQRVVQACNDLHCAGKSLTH
UGM FP inh – blocks M. tuberculosis UGM enzyme; P9WIQ1; purified UGM, fluorescence polarization probe displacement; inhibition, % at 10 µM; 320,000 tested, 0.06% active; in the data active = inhibition above about 10%, passing the limit was not always enough
VHR inh abs – inhibitors of human VHR1 phosphatase (DUSP3); P51452; recombinant VHR phosphatase, pNPP absorbance; inhibition, % at 13.3 µM; 290,000 tested, 0.52% active; in the data active = inhibition above about 50%; note: some compounds called inactive have numbers as strong as hits
Vc quorum ag – induces V. cholerae light production without autoinducers. AID 588436. activation, % at 18.7 µM. V. cholerae BH1578 lux reporter, luminescence, 6 h. 350,000 tested, 0.16% active; in the data active = activation mostly above about 9.7%, no sharp cut-off; note: not every result past the cut was called active; inactives centre near 0; reference of the scale not given here
MazEF act – activators of E. coli MazEF toxin-antitoxin RNase | P0AE70 | FAM/BHQ RNA-DNA oligo cleavage fluorescence, 5 h | activation, % at 20 µM | 350,000 tested, 0.32% active | AID 504720; in the data active = activation above about 50%
Target sequence (P0AE70 whole entry, looked up): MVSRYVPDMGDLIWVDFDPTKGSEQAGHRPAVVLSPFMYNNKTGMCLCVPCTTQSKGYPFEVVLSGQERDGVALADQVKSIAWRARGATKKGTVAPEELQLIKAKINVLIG
SSB-PriA inh – K. pneumoniae PriA-SSBct interaction inhibition; AlphaScreen SSBct-PriA binding, biotinylated peptide; inhibition, % at 33 µM; 430,000 tested, 0.6% active; in the data active = inhibition mostly above about 37%, no sharp cut-off; inactive = mostly below about 20%;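 note: plate controls were negative control peptide for no effect and reference peptide for full effect; strong numbers were not always called active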
Rv3671c protease – inhibitors of M. tuberculosis serine protease Rv3671c. P9WHR9. inhibition, % at 5.96 µM. 320,000 tested, 0.048% active. AID 2606; in the data active = inhibition above about 38%;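 note: extracellular domain of Rv3671c used as enzyme; 0% = enzyme with DMSO and 100% = no enzyme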
Target sequence (P9WHR9 whole entry, looked up, the tested form may be a part): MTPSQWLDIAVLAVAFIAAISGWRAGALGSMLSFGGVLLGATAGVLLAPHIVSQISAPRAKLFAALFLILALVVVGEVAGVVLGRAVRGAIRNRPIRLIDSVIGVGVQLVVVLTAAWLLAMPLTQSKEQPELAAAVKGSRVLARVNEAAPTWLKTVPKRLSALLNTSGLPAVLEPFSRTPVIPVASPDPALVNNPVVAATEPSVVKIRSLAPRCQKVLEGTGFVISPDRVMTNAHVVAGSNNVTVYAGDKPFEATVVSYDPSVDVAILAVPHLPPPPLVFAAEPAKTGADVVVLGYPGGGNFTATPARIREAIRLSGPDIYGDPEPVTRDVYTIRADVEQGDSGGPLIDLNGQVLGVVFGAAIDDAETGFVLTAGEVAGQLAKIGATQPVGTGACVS
BioA inh – inhibitors of Mycobacterium tuberculosis BioA enzyme; 360,000 tested, 0.096% active; AID 602481; purified M. tuberculosis BioA enzyme, plate reader; inhibition, % at 9.99 µM; in the data active = inhibition above about 40%
Numbers without * were called inactive; i = inactive; . = no result given; + = active, no number; & = joins results of further samples. Only part of the results is shown. The share of hits here may be higher or lower than overall.

1: Cc1ccc2c(c1)/C(=N/OS(=O)(=O)c1ccccc1)CCS2
2: COc1ccc(Cl)cc1NC(=O)CN(C)C(=O)Cn1cnc2c1c(=O)n(C)c(=O)n2C
3: CCOc1ccc(S(=O)(=O)Nc2ccc(C(=O)NCC(c3ccco3)N(C)C)cc2)cc1 (configuration not stated)
4: CCNc1nc(CN2CCCCC2)nc2scc(-c3ccccc3)c12
5: CC(C)(C)OC(=O)N1CCC(C(=O)Nc2ccc(C(=O)N3CCOCC3)cc2)CC1
6: O=C(Nc1ccc(-n2cc(Cl)cn2)cc1)c1ccncc1
7: O=C1NC[C@H](Cc2ccccc2)N(CCc2cccc(F)c2)C1=O
8: COc1ccc(N2CCN(C(CNC(=O)c3cccs3)c3ccco3)CC2)cc1 (configuration not stated)
9: COc1ccc(CCC(=O)N2CC(C)OC(C)C2)cc1 (configuration not stated)
10: COCCN(C(=O)Nc1ccccc1)c1ccccc1

Screen / compound no.	1	2	3	4	5	6	7	8	9	10
3CLpro inhibitor	2	.	0	-1	.	0	.	.	0	-2
GDH-TPI inh	4	-4	-2	6	3	4	1	4	14	5
FBA Mtb inh	-1	4	4	-1	2	1	1	0	16	-2
UGM FP inh	0.4	1.8	-0.2	1.2	-1.4	1.1	0.0	0.4	-4.7	3.0
VHR inh abs	.	.	17	-8	.	5	23	.	-9	26
Vc quorum ag	0.2	-0.3	3.6	-0.3	-0.3	0.0	-0.3	-1.4	-0.3	i
MazEF act	-3	-10	-1	3	6	7	6	3	3	7
SSB-PriA inh	.	-18	8	-18	-13	-18	1	-8	-11	-6
Rv3671c protease	9	1	-10	4	4	1	-12	-2	-2	6
BioA inh	2.0	-1.6	0.0	5.8	-0.7	4.9	1.6	14	.	-1.4

11: COc1cc(F)ccc1-c1csc(C(O)c2ccc(F)cc2)n1 (configuration not stated)
12: COc1ccc(OCC(=O)Nc2c3c(nn2-c2ccc(OC)cc2)CS(=O)(=O)C3)cc1
13: CC(=O)c1c(COC(=O)c2cccnc2)nc2ccccc2[n+]1[O-]
14: CC1Cc2ccccc2N1C(=O)c1ccc(N2CCCCC2)c([N+](=O)[O-])c1 (configuration not stated)
15: CC(=O)c1c2c3c(c(Br)ccc3n(C)c1=O)C(=O)c1ccccc1-2
16: COc1ccc(C(=O)N/N=C2\CCc3ccccc32)cc1OC
17: CCN(CCO)c1nc(NCc2ccccc2)c2cnn(C)c2n1
18: CC(=O)c1cc(F)c(N2CCCC2)cc1C
19: C=CCSC1=C(C#N)C2(CCCCC2)C(C#N)C(=O)N1 (configuration not stated)
20: COc1ccc(-c2cn3ccsc3n2)cc1

Screen / compound no.	11	12	13	14	15	16	17	18	19	20
3CLpro inhibitor	.	-5	-1	-3	3	1	-5	5	-2	-3
GDH-TPI inh	10	7	-4	-7	18	11	-6	20	14	7
FBA Mtb inh	2	13	7	-2	2	0	-1	1	-1	0
UGM FP inh	.	1.9	-2.6	.	2.2	0.7	1.5	1.0	-3.0	0.2
VHR inh abs	.	0	13	-8	2	10	7	15	10	8
Vc quorum ag	-0.5	i	0.5	-0.5	-2.5	-0.4	4.6	i	i	i
MazEF act	.	-3	1	-3	33	-4	8	8	-3	3
SSB-PriA inh	.	-2	-3	31	21	.	-9	-2	-15	-6
Rv3671c protease	.	3	0	-13	1	3	-5	-14	5	1
BioA inh	0.8	-1.2	3.2	0.5	-2.6	.	0.8	-0.1	1.0	1.1

21: COCCN(C(=O)COC(=O)c1ccccc1Oc1ccccc1)c1c(N)n(Cc2ccccc2)c(=O)[nH]c1=O
22: COc1ccc(NC(=O)N(C)C[C@@H]2OCc3cnnn3CCCC(=O)N([C@H](C)CO)C[C@@H]2C)cc1
23: CSc1ccc(-c2cc(=O)c3ccccc3o2)cc1
24: CCOc1ccc(-n2c(SCC(=O)Nc3nccs3)nc3c(c2=O)SCC3)cc1
25: COc1ccccc1C(=Cc1ccc([N+](=O)[O-])cc1)C(=O)O
26: CCOCCCNC(=O)C(C)NS(=O)(=O)c1ccc(C)cc1 (configuration not stated)
27: O=C(CN1c2cccc3cccc(c23)S1(=O)=O)NCc1ccc(Cl)cc1
28: COc1ccc2ccccc2c1CNCc1ccc(C)cc1
29: O=C(O)CN1C(=O)/C(=C\c2ccccc2OCc2ccccc2)SC1=S
30: CS(=O)(=O)N(CC(=O)N1CCCCCC1)c1cccc(Br)c1

Screen / compound no.	21	22	23	24	25	26	27	28	29	30
3CLpro inhibitor	-1	.	2	-1	.	2	.	0	.	-1
GDH-TPI inh	9	5	45*	3	17	-1	-2	4	18	-5
FBA Mtb inh	4	5	+	0	-1	-6	9	-1	-2	-1
UGM FP inh	3.6	.	2.1	-0.9	.	-0.3	3.0	0.9	.	2.6
VHR inh abs	13	.	3	-20	.	-11	.	5	.	4
Vc quorum ag	i	i	-2.0	-0.6	i	3.2	-2.0	-1.4	i	i
MazEF act	-3	-2	2	3	7	7	-5	15	-7	-5
SSB-PriA inh	1	.	-3	6	.	-8	-24	-3	.	-5
Rv3671c protease	-2	.	-8	-2	.	8	-30	-1	.	-2
BioA inh	1.3	0.1&-1.3	4.1	-1.3	.	0.3	0.2	-1.3	9.8	-1.4

31: Cc1ccc(NC(=O)COc2cccc3ccccc23)c(O)c1
32: Cc1cccn2c(=O)c(/C=C(\C#N)C(=O)NC3CCS(=O)(=O)C3)c(N3CCC(C)CC3)nc12 (configuration not stated)
33: CCOC(=O)c1c(C)n(Cc2ccc3c(c2)OCO3)c2ccc(O)cc12
34: COCCn1c(=O)[nH]c2cc(C(=O)NCCCN3CCN(c4ccc(F)cc4)CC3)ccc2c1=O
35: CN(C)S(=O)(=O)c1ccc(C(=O)Nc2nnc(SCC(=O)N3CCOCC3)s2)cc1
36: O=C(Cc1ccc2ccccc2c1)Nc1ccccc1Br
37: O=S(=O)(Nc1nc2ccccc2nc1OCC(F)(F)F)c1cccs1
38: O=C1NC(=O)/C(=C\c2ccccc2Oc2ccc(F)c(F)c2)S1
39: Cc1ccnc(NC(=S)NC(=O)/C=C/c2ccc(Cl)cc2)c1
40: Cc1cc(Cl)ccc1OCC(=O)OC(C)C(=O)NC(N)=O (configuration not stated)

Screen / compound no.	31	32	33	34	35	36	37	38	39	40
3CLpro inhibitor	.	-1	1	-1	.	4	1	-7	5	-2
GDH-TPI inh	14	11	2	11	16	-7	8	14	4	4
FBA Mtb inh	3	197*	0	4	2	4	4	-1	2	4
UGM FP inh	-1.8	-0.2	-1.0	0.5	.	-0.3	3.0	0.2	0.2	-2.9
VHR inh abs	.	-1	-6	-3	.	-35	25	36	42	-6
Vc quorum ag	i	-0.7	-0.4	-4.0	-0.3	1.9	0.6	3.1	-0.4	-0.4
MazEF act	5	2	2	3	-5	1	-19	0	-47	-8
SSB-PriA inh	-7	2	-2	-18	.	-25	-6	-21	-2	-6
Rv3671c protease	-7	-10	0	2	.	-7	0	-9	0	-2
BioA inh	-1.4	0.5	-0.9	3.2	-0.8	0.0	-0.9	-1.0	.	-8.4

41: Cc1ccc(S(=O)(=O)N(C)C)cc1NC(=S)NC(C)CCCC(C)C (configuration not stated)
42: CCN(CC)S(=O)(=O)c1cccc(NC(=O)C2SC(=Nc3ccc(C)cc3C)C(C(=O)NC(C)COC)=C2N)c1 (configuration not stated)
43: CCC(=O)N1CCc2cc(S(=O)(=O)CCC(=O)Nc3ccc(C)cn3)ccc21
44: CC1CCN(CCCNC(=O)CCCNC(=O)Cn2cnc3sc4c(c3c2=O)CCCC4)CC1
45: Nc1n[nH]c(N)c1N=Nc1ccccc1F
46: Cc1cc([N+](=O)[O-])ccc1-c1ccc(/C=N/NC(=O)c2ccc(Br)o2)o1
47: CCOC(=O)NC1(Nc2ccc(C)cc2)Oc2ccccc2O1
48: CCOC(=O)CSc1nsc(SCC(=O)OCC)c1C#N
49: Cc1cccc(OCC2=N/C(=C\N(C)C)C(=O)O2)c1
50: CCOC(=O)c1c(NC(=O)c2ccccc2C(=O)O)sc2c1CCC2

Screen / compound no.	41	42	43	44	45	46	47	48	49	50
3CLpro inhibitor	9	4	7	-2	-2	0	6	-2	-1	2
GDH-TPI inh	-2	15	-5	16	38*	17	8	11	11	3
FBA Mtb inh	0	5	2	-10	1	2	0	3	3	2
UGM FP inh	.	-0.7	-0.6	3.1	-2.6	1.7	-0.9	-2.9	-1.2	2.4
VHR inh abs	-16	14	32	5	5	9	-30	18	12	22
Vc quorum ag	i	i	i	i	-0.8	2.2	-0.2	-0.2	i	-0.2
MazEF act	-3	-12	-3	5	2	44	-3	6	-4	2
SSB-PriA inh	-15	20	-7	-3	15	.	-4	-15	-10	-13
Rv3671c protease	-7	-32	-4	-1	5	-6	4	3	-5	-7
BioA inh	-1.0	-1.4	.	2.4	-0.7	0.0	-1.9	-0.5	-5.4	1.9

Laid out differently: results already given
no.	compound	3CLpro inhibitor	GDH-TPI inh	FBA Mtb inh	UGM FP inh	VHR inh abs	Vc quorum ag	MazEF act	SSB-PriA inh	Rv3671c protease	BioA inh
1	Cc1ccc2c(c1)/C(=N/OS(=O)(=O)c1ccccc1)CCS2	2	4	-1	0.4	.	0.2	-3	.	9	2.0
2	COc1ccc(Cl)cc1NC(=O)CN(C)C(=O)Cn1cnc2c1c(=O)n(C)c(=O)n2C	.	-4	4	1.8	.	-0.3	-10	-18	1	-1.6
3	CCOc1ccc(S(=O)(=O)Nc2ccc(C(=O)NCC(c3ccco3)N(C)C)cc2)cc1 (configuration not stated)	0	-2	4	-0.2	17	3.6	-1	8	-10	0.0
4	CCNc1nc(CN2CCCCC2)nc2scc(-c3ccccc3)c12	-1	6	-1	1.2	-8	-0.3	3	-18	4	5.8
5	CC(C)(C)OC(=O)N1CCC(C(=O)Nc2ccc(C(=O)N3CCOCC3)cc2)CC1	.	3	2	-1.4	.	-0.3	6	-13	4	-0.7
6	O=C(Nc1ccc(-n2cc(Cl)cn2)cc1)c1ccncc1	0	4	1	1.1	5	0.0	7	-18	1	4.9
7	O=C1NC[C@H](Cc2ccccc2)N(CCc2cccc(F)c2)C1=O	.	1	1	0.0	23	-0.3	6	1	-12	1.6
8	COc1ccc(N2CCN(C(CNC(=O)c3cccs3)c3ccco3)CC2)cc1 (configuration not stated)	.	4	0	0.4	.	-1.4	3	-8	-2	14
9	COc1ccc(CCC(=O)N2CC(C)OC(C)C2)cc1 (configuration not stated)	0	14	16	-4.7	-9	-0.3	3	-11	-2	.

(more compounds)
51: COc1ccc(-n2c(C)cc(C(=O)Cn3c(NCCO)nc4ccccc43)c2C)cc1
52: CC(=O)Nc1nc(=S)n(-c2ccccc2)[nH]1
53: OC(CNCC1COc2ccccc2O1)COc1ccccc1F (configuration not stated)
54: Cc1ccc(NC2CCCN(C(=O)c3ccc4[nH]ccc4c3)C2)cc1C (configuration not stated)
55: Cc1ccc(S(=O)(=O)NCCC(=O)NC(C)c2ccccc2)cc1 (configuration not stated)
56: CCOc1ccc(NC(=S)N2CCC(NC(=O)c3ccccc3C)CC2)cc1

Screen / compound no.	51	52	53	54	55	56
3CLpro inhibitor	-2	-1	1	1	1	1
GDH-TPI inh	-5	-5	-1	1	10	-1
FBA Mtb inh	-1	5	1	2	2	0
UGM FP inh	1.6	0.7	1.2	0.6	-2.4	1.2
VHR inh abs	36	-8	16	21	-9	-10
Vc quorum ag	2.6	i	-0.2	0.1	i	-0.2
MazEF act	8	10	5	-6	8	5
SSB-PriA inh	29	-21	2	19	-16	-7
Rv3671c protease	6	1	4	4	2	3
BioA inh	12	2.1	.	3.6	0.8	1.7
